Source: PubChem BioAssay
LGR2 antag: blocks bursicon-induced cAMP signaling via Drosophila LGR2; HEK293 LGR2, CRE-luciferase, bursicon-stimulated, 4 h; inhibition, % at 9.99 µM; actives 0.35% (n = 380,000);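 active means drop in luminescence signal, shown as inhibition above about 50% in the replicate tests, limit read from the data, passing the limit was not always enough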;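 further: agonist challenge used bursicon conditioned medium at about half maximal strength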
PGC1a acetyl inh: modulators of PGC1a acetylation; inhibition, % at 15.6 µM; AID 651687; actives 0.17% (n = 350,000); U2OS PGC1a acetylation, AlphaScreen anti-acetyl-lysine; with virally co-expressed GCN5 acetyltransferase;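 active means every replicate shows inhibition of at least 40%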;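 further: 0% = neutral control wells and 100% = positive control wells; some results beyond the cut were filed as inactive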
GSIS activator: primary screen for activators of insulin secretion dependent on glucose, INS-1E cells, GLuc reporter luminescence; activation, % at 16.6 µM; actives 0.61% (n = 370,000); INS-1E GLuc reporter insulin secretion, 2-3 h;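 active means lowest replicate activation of at least 40%, so every replicate reaches that level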;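 further: 0% = median of neutral control wells and 100% = median of IBMX positive control wells; some compounds called inactive have numbers as strong as hits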
* = called active by the depositor. Only part of the results is shown; rates above refer to the full screens.

nr | Molecule | LGR2 antag | PGC1a acetyl inh | GSIS activator
1 | O=C(c1cnccn1)N1CC(=O)N2[C@H](CO)[C@@H](c3ccc(C#CC4CC4)cc3)[C@@H]2C1 | 8 | -1 | -1
2 | COc1ccc2c3c(n(C)c2c1)[C@H](CO)N(C(=O)CN(C)C)CC31CCN(C(=O)CN(C)C)CC1 | -1 | 9 | 14
3 | COc1ccc(C#Cc2ccc([C@@H]3[C@H](CO)N4C(=O)CN(C(=O)Nc5ccccc5F)C[C@@H]34)cc2)cc1 | 19 | 9 | -43
4 | CCCC(=O)Nc1ccc2c(c1)C(=O)N(C)[C@H]1CC[C@H](CC(=O)Nc3cccc(F)c3)O[C@@H]1CO2 | -3 | -2 | -1
5 | C/C=C/c1ccc([C@H]2[C@H]3CN(C(=O)c4cccc(F)c4)CC(=O)N3[C@H]2CO)cc1 | 0 | 5 | 6
6 | CCS(=O)(=O)N1CC(=O)N2[C@H](CO)[C@@H](c3ccc(C#CCc4ccccc4)cc3)[C@@H]2C1 | 7 | -8 | -15
7 | O=C(c1ccccn1)N1CC(=O)N2[C@H](C1)[C@H](c1ccc(C#Cc3ccccc3)cc1)[C@@H]2CO | 6 | -10 | -1
8 | O=C1CN(S(=O)(=O)Cc2ccccc2)C[C@@H]2[C@H](c3ccc(C#Cc4cccc(F)c4)cc3)[C@@H](CO)N12 | 5 | -5 | -30
9 | CCS(=O)(=O)N1CC(=O)N2[C@H](C1)[C@@H](c1ccc(C#CCC3CCCC3)cc1)[C@@H]2CO | 13 | -3 | 5
10 | O=C(C1CCOCC1)N1CC(=O)N2[C@@H](CO)[C@@H](c3ccc(-c4cccnc4)cc3)[C@@H]2C1 | -2 | 6 | 5
11 | O=C(c1ccccn1)N1CC2(C1)[C@@H](c1ccccc1)[C@H](CO)N2Cc1ccc(Cl)cc1 | 11 | -7 | -17
12 | COc1cccc(S(=O)(=O)N[C@H]2C=C[C@H](CC(=O)NCc3ccc(Cl)cc3)O[C@H]2CO)c1 | 2 | -1 | -9
13 | COc1cccc(NC(=O)N[C@@H]2C=C[C@@H](CC(=O)N3CCCCC3)O[C@@H]2CO)c1 | 3 | 13 | 22
14 | COc1ccc(S(=O)(=O)N(C)C[C@@H]2Oc3c(NC(=O)Nc4c(C)noc4C)cccc3C(=O)N([C@@H](C)CO)C[C@@H]2C)cc1 | -6 | -12 | 6
15 | COc1ccc(S(=O)(=O)Nc2ccc3c(c2)C(=O)N([C@@H](C)CO)C[C@H](C)[C@@H](CN(C)C(=O)Nc2ccc4c(c2)OCO4)O3)cc1 | 2 | -4 | 8
16 | C[C@H](CO)N1C[C@H](C)[C@H](CN(C)Cc2ccc(-c3ccccc3)cc2)Oc2c(NC(=O)C3CCCCC3)cccc2C1=O | 8 | 0 | -13
17 | COc1ccc2c3c(n(C)c2c1)[C@H](CO)N(CC1CCOCC1)CC31CCN(C(=O)Nc2ccccc2)CC1 | -21 | -2 | -16
18 | O=C(Cc1ccncc1)N1CC(=O)N2[C@@H](CO)[C@H](c3ccc(Br)cc3)[C@@H]2C1 | -10 | 3 | -4
19 | O=C(C1CCCC1)N1CC2(C1)[C@H](c1ccccc1)[C@H](CO)N2C(=O)CC1CC1 | -13 | 13 | -10
20 | CCCNC(=O)N1CC2(C1)[C@@H](c1ccccc1)[C@@H](CO)N2C(=O)C1CCCCC1 | 7 | 4 | 1
21 | CO[C@H]1CN(C)C(=O)c2ccc(NC(=O)C3CC3)cc2OC[C@H](C)N(CCc2ccccc2)C[C@@H]1C | 28 | -12 | -18
22 | C/C=C/c1ccc([C@@H]2[C@H](CO)N(Cc3cncnc3)C23CN(C(=O)CC)C3)cc1 | 5 | 6 | -7
23 | O=S(=O)(c1ccccc1)N1CC2(C1)[C@H](c1ccccc1)[C@@H](CO)N2CC1CCOCC1 | 11 | 0 | 6
24 | COc1ccc2c3c(n(C)c2c1)[C@@H](CO)N(C(=O)CC1CC1)CC31CCN(Cc2nccs2)CC1 | -35 | 3 | 11
25 | C/C=C/c1ccc([C@H]2[C@H](CO)N3C(=O)CN(S(=O)(=O)c4cccc(F)c4)C[C@@H]23)cc1 | -9 | -7 | 14
26 | C[C@@H]1CN([C@@H](C)CO)C(=O)c2c(c3ccccc3n2C)-c2ccccc2CO[C@H]1CN(C)Cc1cccc2c1OCCCO2 | 2 | -24 | -12
27 | COc1ccc(C#Cc2ccc([C@H]3[C@@H](CO)N4C(=O)CN(C(=O)Nc5ccccc5F)C[C@@H]34)cc2)cc1 | 2 | -15 | -40
28 | CC=Cc1ccc2n(c1=O)C[C@H]1[C@H](CO)[C@@H](C(=O)NCCN3CCCCC3)N(C(C)=O)[C@@H]21 (mixture of isomers) | -2 | 6 | 17
29 | COc1ccc2c3c([nH]c2c1)[C@H](CO)NCC31CCN(S(=O)(=O)c2cccs2)CC1 | -15 | 2 | -2
30 | CN(C)CC#Cc1ccc([C@@H]2[C@@H](CO)N3C(=O)CN(C(=O)c4ccccc4)C[C@H]23)cc1 | 7 | 0 | 5
31 | C[C@@H]1CCCCO[C@@H](CN(C)CC2CC2)[C@H](C)CN([C@H](C)CO)C(=O)c2cc(NC(=O)CCCN(C)C)ccc2O1 | 11 | 1 | 13
32 | COc1cccc(-c2ccc([C@@H]3[C@@H](CO)N(C(C)=O)C34CN(C(C)=O)C4)cc2)c1 | -18 | -6 | 23
33 | COCC#Cc1ccc([C@@H]2[C@H](CO)N3C(=O)CN(C(=O)Nc4ccccc4F)C[C@@H]23)cc1 | 6 | -3 | -3
34 | CCCNC(=O)N1CCC2(CC1)CN(C(=O)Nc1ccc(F)cc1)[C@H](CO)c1[nH]c3cc(OC)ccc3c12 | -15 | -1 | 4
35 | O=C(NCC[C@H]1CC[C@@H](NS(=O)(=O)c2ccc(F)cc2)[C@@H](CO)O1)c1ccccc1F | -12 | 2 | 11
36 | CCCC(=O)N1CCC2(CC1)CN[C@@H](CO)c1[nH]c3cc(OC)ccc3c12 | 20 | 2 | 8

Two compounds picked at random from those above:
nr | Molecule | LGR2 antag | PGC1a acetyl inh | GSIS activator
30 | CN(C)CC#Cc1ccc([C@@H]2[C@@H](CO)N3C(=O)CN(C(=O)c4ccccc4)C[C@H]23)cc1 | 7 | 0 | 5
11 | O=C(c1ccccn1)N1CC2(C1)[C@@H](c1ccccc1)[C@H](CO)N2Cc1ccc(Cl)cc1 | 11 | -7 | -17

Copied from the list:
In LGR2 antag, cpd 27 has the entry 2
In LGR2 antag, cpd 34 has the entry -15
In PGC1a acetyl inh, cpd 35 has the entry 2
In GSIS activator, cpd 33 has the entry -3

(list continues)
nr | Molecule | LGR2 antag | PGC1a acetyl inh | GSIS activator
37 | CCC(=O)N1[C@@H]2c3cccc(=O)n3C[C@@H]2[C@@H](CO)[C@@H]1C(=O)N[C@@H](C)c1ccccc1 | -6 | -1 | -2
38 | Cc1ccccc1-c1ccc([C@H]2[C@H]3CN(S(C)(=O)=O)CC(=O)N3[C@H]2CO)cc1 | -17 | -1 | -10
39 | COCC(=O)N1CC2(C1)CN(Cc1cccc(Cl)c1)[C@@H](CO)c1[nH]c3cc(OC)ccc3c12 | 6 | 9 | -16
40 | Cc1ccc(CN2CC(=O)N3[C@@H](CO)[C@H](c4ccc(Br)cc4)[C@@H]3C2)cc1 | -11 | -1 | 3
41 | COc1ccc2c3c([nH]c2c1)[C@@H](CO)N(C(=O)CN(C)C)CC31CN(C(=O)c2cccnc2)C1 | 7 | 0 | 6
42 | COc1ccc2c3c(n(C)c2c1)[C@H](CO)N(C(C)=O)CC31CCN(Cc2nccs2)CC1 | 1 | -7 | 11
43 | CO[C@H]1CN(C)C(=O)c2cc(NC(C)=O)ccc2OC[C@H](C)N(C(=O)CN(C)C)C[C@H]1C | 6 | 12 | 4
44 | COc1ccc(-c2ccc([C@@H]3[C@H]4CN(C(=O)Cc5ccccn5)CC(=O)N4[C@H]3CO)cc2)cc1 | -4 | -1 | -1
45 | CCC(=O)N1CCC2(CC1)CN(S(=O)(=O)c1ccccc1)[C@@H](CO)c1[nH]c3cc(OC)ccc3c12 | 3 | -8 | -22
46 | CCS(=O)(=O)N1CC2(CN(C(=O)Nc3cccc(F)c3)[C@@H](CO)c3c2c2ccc(OC)cc2n3C)C1 | -1 | -10 | -40
47 | O=C(C1CCCC1)N1CC[C@@H]2[C@H](CO)Nc3ccc(-c4cccc(F)c4)cc3[C@@H]21 | 4 | 1 | -37
48 | O=C(C1CCCC1)N1CC2(C1)[C@H](c1ccccc1)[C@H](CO)N2Cc1ccc(Cl)cc1 | 21 | 7 | -16
49 | O=C(Nc1ccc(F)cc1)N[C@H]1CC[C@@H](CCNC(=O)c2ccccc2F)O[C@@H]1CO | -7 | 4 | -6
50 | O=C(C1CCCCC1)N1CC(=O)N2[C@H](CO)[C@H](c3ccc(C#CCc4ccccc4)cc3)[C@H]2C1 | -7 | -15 | 21
51 | COCC(=O)N1[C@@H](CO)[C@@H](c2ccc(-c3cccc(F)c3)cc2)C12CN(C(=O)C1CC1)C2 | -4 | -4 | 2
52 | CCCNC(=O)[C@H]1[C@H](CO)[C@H]2Cn3c(ccc(-c4cccc(OC)c4)c3=O)[C@H]2N1C | -16 | 7 | 0
53 | COc1ccc2c3c(n(C)c2c1)[C@@H](CO)N(Cc1ccc2c(c1)OCO2)CC31CN(C(=O)C2CC2)C1 | 2 | -8 | -1
54 | CO[C@H]1CN(C)C(=O)c2cc(NC(=O)CC(F)(F)F)ccc2OC[C@H](C)N(C(=O)C2CC2)C[C@H]1C | 10 | 2 | 1
55 | CCC(=O)N[C@H]1C=C[C@H](CC(=O)NCC2CC2)O[C@@H]1CO | 1 | 6 | -2
56 | COc1ccc2c3c([nH]c2c1)[C@H](CO)N(C(=O)c1cccc(F)c1)CC31CCN(S(=O)(=O)c2cccs2)CC1 | 11 | -5 | 9
57 | COc1ccc(NC(=O)N2CC(=O)N3[C@@H](CO)[C@@H](c4ccc(Br)cc4)[C@@H]3C2)cc1 | 12 | 2 | 8
58 | CCCNC(=O)N1CC2(C1)CN(C(=O)NC1CCCC1)[C@@H](CO)c1[nH]c3cc(OC)ccc3c12 | 6 | 0 | -19
59 | COc1ccc2c3c([nH]c2c1)[C@@H](CO)N(C(=O)c1ccccc1)CC31CCN(C(=O)NC(C)C)CC1 | -4 | -2 | -3
60 | C/C=C/c1ccc([C@@H]2[C@@H](CO)N(Cc3cccc(F)c3)C23CN(C(C)=O)C3)cc1 | -18 | -5 | 1

Some of these compounds in order of molar mass, rising:
nr | Molecule | LGR2 antag | PGC1a acetyl inh | GSIS activator
32 | COc1cccc(-c2ccc([C@@H]3[C@@H](CO)N(C(C)=O)C34CN(C(C)=O)C4)cc2)c1 | -18 | -6 | 23
20 | CCCNC(=O)N1CC2(C1)[C@@H](c1ccccc1)[C@@H](CO)N2C(=O)C1CCCCC1 | 7 | 4 | 1
37 | CCC(=O)N1[C@@H]2c3cccc(=O)n3C[C@@H]2[C@@H](CO)[C@@H]1C(=O)N[C@@H](C)c1ccccc1 | -6 | -1 | -2
59 | COc1ccc2c3c([nH]c2c1)[C@@H](CO)N(C(=O)c1ccccc1)CC31CCN(C(=O)NC(C)C)CC1 | -4 | -2 | -3

(listing goes on)
nr | Molecule | LGR2 antag | PGC1a acetyl inh | GSIS activator
61 | N#C[C@@H]1[C@@H](c2ccccc2C2=CCCCC2)[C@H](CO)N1C(=O)C1CCOCC1 | -2 | 4 | -1
62 | CCC(=O)N1[C@@H](CO)[C@@H](c2ccc(-c3ccccc3C)cc2)C12CN(C(C)=O)C2 | -31 | -7 | -3
63 | CC=Cc1ccc2n(c1=O)C[C@@H]1[C@@H](CO)[C@H](C(=O)NC3CCCC3)N(C(=O)C3CC3)[C@H]21 (mixture of isomers) | 5 | 9 | 11
64 | COc1cccc(C(=O)N2CCN(C3CCC(c4ccccc4)CC3)CC2)c1OC (configuration not stated) | 9 | -14 | 14
65 | O=C(C[C@@H]1C[C@H]2c3cc(NC(=O)c4cccnc4)ccc3O[C@H]2[C@@H](CO)O1)NC1CCCC1 | 1 | -2 | 4
66 | COc1ccc(NC(=O)N2CC(=O)N3[C@H](CO)[C@@H](c4ccc(Br)cc4)[C@@H]3C2)cc1 | 11 | 8 | -11
67 | C/C=C/c1ccc([C@@H]2[C@@H](CO)N(C(=O)CN(C)C)C23CN(C(=O)C2CCOCC2)C3)cc1 | -12 | 7 | 0
68 | O=C(Cc1ccccn1)N[C@H]1CC[C@H](CCn2cc(-c3ccc(F)cc3)nn2)O[C@H]1CO | 6 | -16 | 7
69 | O=C(O)C[C@@H]1CC[C@@H](NC(=O)CCN2CCCCC2)[C@@H](CO)O1 | 6 | 7 | 6
70 | CC(c1ccccc1)N1C(=O)CC(Sc2ncccc2C(=O)O)C1=O (configuration not stated) | 24 | 1 | -13
71 | CCCNC(=O)N1CC2(C1)[C@H](c1ccccc1)[C@H](CO)N2C(=O)c1cccnc1 | -8 | 20 | -5
72 | CCC(=O)N1CC2(CCN(Cc3nccs3)CC2)c2c(n(C)c3cc(OC)ccc23)[C@@H]1CO | 4 | 7 | 35
73 | CN(C)CC(=O)N[C@@H]1CC[C@H](CCNC(=O)C2CC2)O[C@@H]1CO | 17 | 4 | 12
74 | C/C=C/c1ccc([C@H]2[C@@H](CO)N(C(=O)C3CC3)C23CN(C(=O)NC(C)C)C3)cc1 | -20 | 0 | 3
75 | COc1ccc2c3c(n(C)c2c1)[C@@H](CO)N(C(=O)NC(C)C)CC31CCN(C(C)=O)CC1 | -1 | 9 | -8
76 | CCC(=O)N1CCC2(CC1)CN(Cc1cccc(OC)c1)[C@@H](CO)c1[nH]c3cc(OC)ccc3c12 | 4 | 14 | 5
77 | CC(C)NC(=O)N1[C@H](C#N)[C@H](c2ccccc2-c2ccc(F)cc2)[C@@H]1CO | -14 | -22 | -10
